FLuc counter: counter-screen for miR-21 project: firefly luciferase inhibitors or activators | 360,000 compounds, 6.9% hits | purified FLuc, Km substrates, luminescence inhibition | Potency, µM (doses to about 57.5 µM), inactives show top-dose activity change, negative = inhibition, actives largely listed as inhibitors;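 note: potency is the fitted concentration of half-maximal effect; plate controls were vehicle for no effect and reference inhibitor for full effect; nearly all actives have a fitted effect of over 55% in size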
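Purified P. pyralis luciferase, 10 nM final, with Km-level 10 uM D-luciferin and 10 uM ATP in 50 mM Tris acetate pH 7.5, 10 mM Mg acetate, 0.01% Tween-20, 0.05% BSA; 6-point qHTS titration about 60 µM downward; luminescence read.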
Rab9 promoter act: Rab9 promoter activation; Potency, µM (doses to about 9.22 µM), inactives show at the top dose activation, negative = inhibition, usual class: activators; 320,000 compounds, 2.8% hits; AID 485297; Huh7 Rab9 promoter-luciferase reporter, luminescence, 24 h; note: potency is the fitted concentration of half-maximal effect; % of control where 0% means no effect; nearly all actives have a fitted effect of over 60% in size
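Huh7 cells stably carrying Rab9 promoter–luciferase reporter, plated 1500 cells/well, compound added after 2 h and incubated 24 h at 37 °C; luciferase luminescence then read after 10 min with detection reagent.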
KCNH2 3.1 block: KCNH2 3.1 (human) potassium channel inhibition | U2OS KCNH2 3.1, thallium flux FluxOr; active compounds read low | activity change, % (tested at about 1.8 µM) | 340,000 compounds, 0.95% hits;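 active = maximum activity change below -70%; inconclusive = maximum activity change from -70% to -50%; inactive = maximum activity change above -50%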;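 note: thallium influx rate constant from kinetic fluorescence after stimulation buffer; % is set by controls: 0 for no effect and ±100 for the full control effect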
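Thallium flux via FluxOr fluorescence (Red40 quencher, 45 min loading) in U2OS cells virally expressing the KCNH2 3.1 isoform (1.77 x 10^8 /mL virus, overnight at 37 C). Rate constants from 2-min kinetic reads post-stimulation, normalised to positive and negative controls.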
RORg inh: inhibitors of mouse ROR gamma transcriptional activity | P51450 | Drosophila S2 Gal4-RORgamma UAS-luciferase reporter, 20 h | Potency, µM (doses to about 53.6 µM), inactives show top-dose activity change, negative = inhibition, hits mostly inhibitors | 310,000 compounds, 5.4% hits | AID 2551; note: potency is the fitted concentration of half-maximal effect; % is set by controls: 0 for no effect and ±100 for the full control effect; nearly all actives have a fitted effect of over 60% in size
Target sequence (P51450 whole entry, looked up, the tested form may be a part): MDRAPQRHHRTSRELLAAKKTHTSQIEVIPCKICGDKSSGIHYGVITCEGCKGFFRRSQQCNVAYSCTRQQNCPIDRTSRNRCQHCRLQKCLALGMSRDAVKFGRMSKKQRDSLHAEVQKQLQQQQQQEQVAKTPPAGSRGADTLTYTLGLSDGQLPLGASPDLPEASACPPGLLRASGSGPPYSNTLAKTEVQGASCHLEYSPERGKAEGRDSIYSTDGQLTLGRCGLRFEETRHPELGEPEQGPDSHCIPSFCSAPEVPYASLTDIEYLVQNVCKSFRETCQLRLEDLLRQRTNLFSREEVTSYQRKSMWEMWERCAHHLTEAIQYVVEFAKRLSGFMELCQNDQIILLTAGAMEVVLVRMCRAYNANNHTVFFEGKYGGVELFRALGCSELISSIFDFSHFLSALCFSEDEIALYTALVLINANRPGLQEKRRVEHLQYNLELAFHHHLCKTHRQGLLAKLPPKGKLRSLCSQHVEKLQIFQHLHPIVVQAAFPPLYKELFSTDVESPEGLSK
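Read-out: Photinus luciferase luminescence; inhibitors lower reporter signal. Insect Schneider cells with Gal4-ROR gamma fusion under metallothionein promoter, UAS reporter; 700 uM final copper sulfate induction, 20 hr, ambient temperature.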
Tb PFK inh: blocks T. brucei phosphofructokinase | O15648 | T. brucei PFK, ADP-Glo luminescence | Potency, µM (series often up to 57.5 µM), for inactives: top-dose activity, negative = inhibition, actives largely listed as inhibitors | 330,000 compounds, 0.17% hits | AID 485367;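 note: potency is the fitted concentration of half-maximal effect; 0% = uninhibited 1x PFK enzyme wells and -100% = no-enzyme wells; nearly all actives have a fitted effect of over 60% in size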
Target sequence (O15648 whole entry, looked up): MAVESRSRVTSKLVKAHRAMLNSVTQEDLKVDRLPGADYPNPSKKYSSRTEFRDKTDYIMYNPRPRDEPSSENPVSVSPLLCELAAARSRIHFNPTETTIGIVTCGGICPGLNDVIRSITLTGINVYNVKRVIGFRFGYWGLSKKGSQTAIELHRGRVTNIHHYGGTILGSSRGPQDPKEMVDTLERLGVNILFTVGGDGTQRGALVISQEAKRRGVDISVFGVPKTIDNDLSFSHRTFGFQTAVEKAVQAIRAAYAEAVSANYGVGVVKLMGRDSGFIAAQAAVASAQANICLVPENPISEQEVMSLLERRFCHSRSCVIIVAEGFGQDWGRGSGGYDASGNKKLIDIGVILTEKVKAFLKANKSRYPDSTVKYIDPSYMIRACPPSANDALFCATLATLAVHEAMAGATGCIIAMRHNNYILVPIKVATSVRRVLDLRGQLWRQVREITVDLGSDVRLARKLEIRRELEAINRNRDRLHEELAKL
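Activity is normalized to no-enzyme wells (full inhibition) and 1.25 nM enzyme wells (no inhibition). Reaction: 0.5 mM F6P, 0.1 mM ATP, 45 min RT, ADP-Glo luminescence; concentration-response curves fitted and classed by quality.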
Giardia kill: Giardia lamblia killing; Giardia lamblia trophozoite viability; 340,000 compounds, 0.15% hits; activity change, % at 7.66 µM, hits read low; AID 540267; in the data active = activity change below about -80%; inconclusive = between about -30% and that limit;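 note: parasites exposed to compound for two days anaerobically before the ATP read; % is set by controls: 0 for no effect and ±100 for the full control effect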
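Trophozoites 100 cells/well + cpd; 48 hrs, 37 deg C, anaerobic. ATPLite 1-Step added, 15-30 min RT, luminescence read (ATP-based viability).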
FBPA coupling cs: coupling enzyme interference in Giardia aldolase counter-screen; activity change, negative = inhibition, % at 58.2 µM, hits read low; 290,000 compounds, 0.67% hits; coupling enzyme system counterscreen, AmpLite Red fluorescence; AID 2472; in the data active = activity change below about -30%; note: % is set by controls: 0 for no effect and ±100 for the full control effect
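Activity here indicates interference with the coupling reaction, not aldolase inhibition. Compounds at 57.5 uM final met coupling enzymes for 10 min at RT; substrate and AmpLite Red detection followed, with a 525/598 nm fluorescence read after 20 min.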
uPA surface inh: blocks generation of uPA at the cell surface; cell surface uPA generation assay, qHTS; Potency, µM (series often up to 38.3 µM), inactives show at the highest dose activity change, negative = inhibition, usual class: inhibitors; 330,000 compounds, 0.31% hits; AID 540303; active = well fitted inhibition curve with a large enough effect; inconclusive = small, poorly fitted or top-dose-only effect; inactive = no such curve, though single readings can be large or run the other way; tested in mouse RAW 264.7 cells; note: potency is the fitted concentration of half-maximal effect; % is set by controls: 0 for no effect and ±100 for the full control effect; nearly all actives have a fitted effect of over 55% in size
NPC1 promoter act: activates the NPC1 promoter | Potency, µM (doses to about 9.22 µM), inactives show top-dose activation, usual class: activators | Huh7 NPC1 promoter luciferase reporter, 24 h | 320,000 compounds, 2.4% hits;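 note: potency is the fitted concentration of half-maximal effect; % of control where 0% means no effect; nearly all actives have a fitted effect of over 60% in size; reporter is driven by a mutant NPC1 promoter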
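Luminescence from an NPC1 promoter-driven luciferase reporter in stably transfected Huh7 cells was measured after 24 h compound treatment at 37 °C, followed by 10 min ambient incubation with luciferase detection reagent.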
ELG1 genotoxic: inducers of genotoxicity in HEK293T ELG1-luciferase cells | AID 504466 | HEK293T ELG1-luciferase reporter, luminescence, 16 h | Potency, µM (top dose mostly 46 µM), for inactives: at the top dose activity change, positive = activation, usual class: activators | 330,000 compounds, 1.3% hits; note: potency is the fitted concentration of half-maximal effect; % of control where 0% means no effect; nearly all actives have a fitted effect of over 60% in size
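Step 1: seed 2,000 HEK293T ELG1-luciferase cells per well. Step 2: add compound or DMSO, incubate 16 hr at 37 °C. Step 3: ONE-Glo, 30 min at room temperature, read luminescence.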
VP16 counter: inhibits Gal4-VP16 luciferase reporter, ROR gamma counter-screen; 310,000 compounds, 3.5% hits; AID 2546; Drosophila S2 Gal4-VP16 UAS-luciferase, luminescence, 20 h; Potency, µM (doses to about 53.6 µM), for inactives: at the top dose activity, negative = inhibition, hits mostly inhibitors;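 note: Gal4-VP16 expression switched on by copper sulfate through the metallothionein promoter; potency is the fitted concentration of half-maximal effect; % is set by controls: 0 for no effect and ±100 for the full control effect; nearly all actives have a fitted effect of over 50% in size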
An asterisk follows results filed as active; [ ] = another dose, or the depositor's remark. Unless noted, calls come from the whole dose curve; as a rule, active = well fitted curve in the direction sought with a large enough effect; inconclusive = small, poorly fitted or top-dose-only effect, or another doubt; inactive = no such curve, though single readings can be large; an effect the other way counts as inactive or inconclusive.

For Cn1c(CSc2nc3ccccc3s2)n[nH]c1=S the results were FLuc counter -13%, Rab9 promoter act 2%, KCNH2 3.1 block -8, RORg inh inconclusive, Tb PFK inh -4%, Giardia kill 6, FBPA coupling cs 0, uPA surface inh -2%, NPC1 promoter act -3%, ELG1 genotoxic -8% and VP16 counter -6%[0.365 µM].
For NC(=O)c1ccc(-c2ccccc2F)cc1 the results were FLuc counter inconclusive, Rab9 promoter act 16%, KCNH2 3.1 block 20, RORg inh 36%, Tb PFK inh -3%, Giardia kill -3, FBPA coupling cs 0, uPA surface inh -3%, NPC1 promoter act 1%, ELG1 genotoxic 8% and VP16 counter 6%.
Screening CCOc1ccc(NC(C(=O)Nc2cccc(C(C)=O)c2)c2ccccc2)cc1 (stereo not given) returned FLuc counter 2%, Rab9 promoter act 0%, KCNH2 3.1 block -6, RORg inh inconclusive, Tb PFK inh 6%, Giardia kill -4, FBPA coupling cs -3, uPA surface inh -3%, NPC1 promoter act 1%, ELG1 genotoxic -1% and VP16 counter 27%.
Screening Cc1noc(C)c1C(=O)NCCc1ccccc1 returned FLuc counter -2%, Rab9 promoter act 1%, KCNH2 3.1 block -2, RORg inh 17%, Tb PFK inh -3%, Giardia kill -1, FBPA coupling cs 4, uPA surface inh 9%, NPC1 promoter act 5%, ELG1 genotoxic 0% and VP16 counter 9%.
`CNC(=O)C(=O)NCC(c1cccs1)S(=O)(=O)c1ccc(F)cc1` (stereo not given) gave FLuc counter -1%, Rab9 promoter act -2%, KCNH2 3.1 block 13, RORg inh 8%, Tb PFK inh 1%, Giardia kill -12, uPA surface inh -1%, NPC1 promoter act -2%, ELG1 genotoxic -1% and VP16 counter 4%.
For c1ccc(C(c2ccccc2)N2CCN(Cc3nc(-c4cnccn4)no3)CC2)cc1 the results were FLuc counter 2%, Rab9 promoter act -1%, KCNH2 3.1 block 2, RORg inh 26%, Tb PFK inh -3%, Giardia kill 8, FBPA coupling cs 0, uPA surface inh 3%, NPC1 promoter act -1%, ELG1 genotoxic -13% and VP16 counter 3%.
`CCOc1ccc(NC(=O)CSc2nnc(C)n2CC)cc1` gave FLuc counter -10%, Rab9 promoter act 9%, KCNH2 3.1 block 2, RORg inh 9%, Tb PFK inh 0%, Giardia kill 21, FBPA coupling cs 2, uPA surface inh 1%, NPC1 promoter act -2%, ELG1 genotoxic 2% and VP16 counter 3%.
`COc1cc(C=O)ccc1OCCCOc1ccccc1C(=O)O` gave FLuc counter 1.9µM*, Rab9 promoter act inconclusive, KCNH2 3.1 block -10, RORg inh 1.4µM*, Tb PFK inh 0%, Giardia kill -3, uPA surface inh 1%, NPC1 promoter act inconclusive, ELG1 genotoxic -3% and VP16 counter 6.3µM*.
`CNS(=O)(=O)c1cccc(C(=O)OCc2cc(=O)n3cc(Br)ccc3n2)c1` gave FLuc counter 0%, Rab9 promoter act -3%, KCNH2 3.1 block 17, RORg inh 36%, Tb PFK inh -7%, Giardia kill 4, FBPA coupling cs 1, uPA surface inh 1%, NPC1 promoter act 0%, ELG1 genotoxic -1% and VP16 counter inconclusive.
Cc1cc(C)cc(Oc2ccc(N)cc2)c1 was read as FLuc counter -8%, Rab9 promoter act -1%, KCNH2 3.1 block -11, RORg inh 39%, Tb PFK inh 1%, Giardia kill -15, FBPA coupling cs 0, uPA surface inh -20%, NPC1 promoter act 1%, ELG1 genotoxic 22% and VP16 counter 4%.

The last 2 records of the part above lead into the next.
`CNS(=O)(=O)c1cccc(C(=O)OCc2cc(=O)n3cc(Br)ccc3n2)c1` gave FLuc counter 0%, Rab9 promoter act -3%, KCNH2 3.1 block 17, RORg inh 36%, Tb PFK inh -7%, Giardia kill 4, FBPA coupling cs 1, uPA surface inh 1%, NPC1 promoter act 0%, ELG1 genotoxic -1% and VP16 counter inconclusive.
Cc1cc(C)cc(Oc2ccc(N)cc2)c1 was read as FLuc counter -8%, Rab9 promoter act -1%, KCNH2 3.1 block -11, RORg inh 39%, Tb PFK inh 1%, Giardia kill -15, FBPA coupling cs 0, uPA surface inh -20%, NPC1 promoter act 1%, ELG1 genotoxic 22% and VP16 counter 4%.
O=C(CCC(=O)OCc1cccc([N+](=O)[O-])c1)Nc1ccccc1Cl was read as FLuc counter 2%, Rab9 promoter act -1%, KCNH2 3.1 block 14, RORg inh 9%, Tb PFK inh -10%, Giardia kill -1, FBPA coupling cs -6, uPA surface inh 2%, NPC1 promoter act -1%, ELG1 genotoxic 0% and VP16 counter 0%.
Cc1c(-c2ccccc2)oc2c(C(=O)OCC(=O)Nc3ccc(C(N)=O)cc3)cccc2c1=O was read as FLuc counter -1%, Rab9 promoter act -4%, KCNH2 3.1 block 3, RORg inh -10%, Tb PFK inh -6%, Giardia kill -21, FBPA coupling cs 9, uPA surface inh 3%, NPC1 promoter act -2%, ELG1 genotoxic -2% and VP16 counter -1%.
CCOc1ccc(N/C(N)=N/c2nc(C)cc(C)n2)cc1 was read as FLuc counter 0%, Rab9 promoter act -2%, KCNH2 3.1 block -27, Tb PFK inh 1%, Giardia kill 9, FBPA coupling cs 0, uPA surface inh 4%, NPC1 promoter act -2% and ELG1 genotoxic -1%.
For COc1ccc(NC(=O)Nc2ccc(C(C)C)cc2)cc1 the results were FLuc counter inconclusive, Rab9 promoter act inconclusive, KCNH2 3.1 block 3, RORg inh 12%, Tb PFK inh inconclusive, Giardia kill 4, FBPA coupling cs -3, uPA surface inh -2%, NPC1 promoter act 24%, ELG1 genotoxic 12% and VP16 counter 22%.
`CC(C)(C)c1cc(C(=O)NCCN2CCCC2)cc(C(C)(C)C)c1` gave FLuc counter 5%, Rab9 promoter act 0%, KCNH2 3.1 block 3, RORg inh -40%, Tb PFK inh 6%, Giardia kill 4, FBPA coupling cs -1, uPA surface inh -1%, NPC1 promoter act 2%, ELG1 genotoxic 0% and VP16 counter 3%.
For COCCN(C(=S)Nc1ccc(OC)cc1)C(C)c1cccs1 (stereo not given) the results were FLuc counter -2%, Rab9 promoter act -5%, KCNH2 3.1 block 3, RORg inh 13µM*, Tb PFK inh 1%, Giardia kill -3, FBPA coupling cs -4, uPA surface inh -4%, NPC1 promoter act -2%, ELG1 genotoxic -8% and VP16 counter inconclusive.
Screening O=C1CC(c2ccccc2)CC(O)=C1C=NCCN1CCNCC1 (stereo not given) returned FLuc counter 0%, Rab9 promoter act 7%, KCNH2 3.1 block 4, RORg inh 13%, Tb PFK inh -3%, Giardia kill -21, FBPA coupling cs 1, uPA surface inh -6%, NPC1 promoter act -3%, ELG1 genotoxic -5% and VP16 counter -1%.
`CCOC(=O)[C@H]1[C@H]2COc3ccc(Cl)cc3[C@@H]2N2C(=O)CN(C)C(=O)[C@@]12C` gave FLuc counter 7%, Rab9 promoter act 1%, KCNH2 3.1 block 9, Tb PFK inh 0%, Giardia kill -11, uPA surface inh 6%, NPC1 promoter act 0% and ELG1 genotoxic 0%.
Screening CC(C)Cn1cnc2c1c(=O)n(CC(=O)Nc1ccc3c(c1)OCO3)c(=O)n2Cc1ccccc1 returned FLuc counter -2%, Rab9 promoter act 0%, KCNH2 3.1 block 3, RORg inh 14%, Tb PFK inh 0%, Giardia kill -3, FBPA coupling cs 1, uPA surface inh 7%, NPC1 promoter act -8%, ELG1 genotoxic 0% and VP16 counter -10%.
`CCOC(=O)c1c(N)c(C#N)cn1-c1ccccc1` gave FLuc counter 3%, Rab9 promoter act -4%, KCNH2 3.1 block 25, RORg inh -8%, Tb PFK inh 2%, Giardia kill 0, FBPA coupling cs -6, NPC1 promoter act -2%, ELG1 genotoxic 17% and VP16 counter -4%.
`Cc1ccc(N/C=C2\C(=O)C3(C)CCC2C3(C)C)cc1C` (stereo not given) gave FLuc counter -5%, Rab9 promoter act 8%, KCNH2 3.1 block -9, RORg inh -2%, Tb PFK inh 1%, Giardia kill 1, FBPA coupling cs 0, uPA surface inh 5%, NPC1 promoter act -1%, ELG1 genotoxic -7% and VP16 counter 21%.
Screening CCOC(=O)C1(CCOc2ccccc2)CCN(Cc2ccc(-n3cccn3)cc2)CC1 returned FLuc counter -2%, Rab9 promoter act -17%, KCNH2 3.1 block -108*, RORg inh 23%, Tb PFK inh -1%, Giardia kill 46[activator], FBPA coupling cs 1, uPA surface inh -26%, NPC1 promoter act -1%, ELG1 genotoxic -2% and VP16 counter -6%.
CCC(Oc1ccccc1)C(=O)Nc1nnc(C(F)(F)F)s1 (stereo not given) was read as FLuc counter 4%, Rab9 promoter act 1%, KCNH2 3.1 block 4, RORg inh inconclusive, Tb PFK inh -9%, Giardia kill -3, FBPA coupling cs 1, uPA surface inh 4%, NPC1 promoter act 5%, ELG1 genotoxic -22% and VP16 counter -4%[0.365 µM].
